PI5P4K alpha inh – qHTS for Inhibitors of phosphatidylinositol 5-phosphate 4-kinase (PI5P4K) | PI5P4Kalpha enzyme, ADP-Glo luminescence, 60 min; hits give low values | max response, % | hit rate 1.2% among 330,000; active means max response of -50% or lower; inconclusive means between -30% and -50%; inactive means -30% or higher; further: value at the top dose of about 77 µM; on the % scale 0 is the no-effect control and ±100 the full control effect
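ADP-Glo luminescence end-point after a 60 min room-temperature kinase reaction. PI5P4Kalpha and substrate in HEPES pH 7.4 buffer with EGTA, 0.1% CHAPS and 5% DMSO; ATP at 5 microM final.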
EPAC1 agonist – qHTS for Agonist of cAMP-regulated guanine nucleotide exchange factor 3 (EPAC1): primary screen; Rap guanine nucleotide exchange factor 3 (Homo sapiens), O95398; EPAC1 agonist qHTS, biochemical assay; response scale: 100% = response to 6.5 mM cAMP; Potency, µM (highest dose often 154 µM), inactives show at the highest dose activation, hits mostly activators; hit rate 0.073% among 360,000; AID 720707, 2013; further: potency means the concentration at half of the fitted maximal effect; nearly all actives have a fitted effect of over 60% in size
Target sequence (O95398 whole entry, looked up): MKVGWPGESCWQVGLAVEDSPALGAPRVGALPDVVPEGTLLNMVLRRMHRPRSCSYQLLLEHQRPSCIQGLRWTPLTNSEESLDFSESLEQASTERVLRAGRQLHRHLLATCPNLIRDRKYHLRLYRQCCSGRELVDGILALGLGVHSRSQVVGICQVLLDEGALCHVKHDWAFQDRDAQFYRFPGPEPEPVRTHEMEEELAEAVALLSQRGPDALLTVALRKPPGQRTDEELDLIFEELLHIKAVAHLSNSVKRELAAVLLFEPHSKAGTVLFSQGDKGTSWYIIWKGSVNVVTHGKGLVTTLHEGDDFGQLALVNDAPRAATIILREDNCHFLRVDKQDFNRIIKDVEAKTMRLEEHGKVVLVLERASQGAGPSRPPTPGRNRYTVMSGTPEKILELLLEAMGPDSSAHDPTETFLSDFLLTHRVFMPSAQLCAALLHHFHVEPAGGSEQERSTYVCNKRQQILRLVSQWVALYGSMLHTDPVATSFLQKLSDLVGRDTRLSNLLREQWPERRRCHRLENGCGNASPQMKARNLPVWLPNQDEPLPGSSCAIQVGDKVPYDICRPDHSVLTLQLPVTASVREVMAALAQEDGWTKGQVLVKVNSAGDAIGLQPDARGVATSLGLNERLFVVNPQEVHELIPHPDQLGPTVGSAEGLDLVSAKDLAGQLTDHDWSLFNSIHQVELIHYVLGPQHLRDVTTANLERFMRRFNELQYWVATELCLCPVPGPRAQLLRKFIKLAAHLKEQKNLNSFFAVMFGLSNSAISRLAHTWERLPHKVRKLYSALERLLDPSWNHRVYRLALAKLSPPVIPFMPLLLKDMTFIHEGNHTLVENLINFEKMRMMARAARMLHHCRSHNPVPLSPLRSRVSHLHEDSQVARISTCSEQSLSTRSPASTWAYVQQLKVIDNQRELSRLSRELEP
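EPAC1 100 nM, Rap1B–BODIPY-GDP 250 nM, unlabeled GDP 50 uM; compound titration; 5 min RT; kinetic read ex480/em540 at 5-min intervals ×30 min; data normalized to 6.5 mM cAMP agonist control.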
EPAC1 antag – qHTS for Antagonist of cAMP-regulated guanine nucleotide exchange factor 3 (EPAC1): primary screen; EPAC1 GEF assay, Rap1b-BODIPY-GDP exchange fluorescence; Potency, µM (doses to about 115 µM), for inactives: at the highest dose activity change, negative = inhibition, hits mostly inhibitors; hit rate 0.14% among 360,000; AID 720709, 2013;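 further: potency means the concentration at half of the fitted maximal effect; plate controls were vehicle for no effect and positive control for full effect; nearly all actives have a fitted effect of over 50% in size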
GLP1R inv ag – qHTS of GLP-1 Receptor Inverse Agonists (Inhibition Mode); HEK293 GLP-1R CRE-luciferase, luminescence, 24 h; GLP-1R form is constitutively active; Glucagon-like peptide 1 receptor (Homo sapiens), P43220; AID 624417, 2012; Potency, µM (top dose mostly 38.3 µM), for inactives: at the highest dose activity change, negative = inhibition, actives largely listed as inhibitors; hit rate 1.6% among 410,000; further: potency means the concentration at half of the fitted maximal effect; on the % scale 0 is the no-effect control and ±100 the full control effect; nearly all actives have a fitted effect of over 55% in size
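HEK293 cells stably co-expressing constitutively active GLP-1R and a cAMP-responsive luciferase reporter were seeded in DMEM with 10% Nu serum, given compounds after 12 h, and incubated 24 h at 37 deg C. Luminescence was then read.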
IL2 activator – qHTS of IL-2 Activators. activation, % (series mostly up to about 46 µM). hit rate 0.065% among 360,000. IL-2 activation reporter assay, cell-based qHTS; stimulated with anti-CD3/CD4/CD28 beads; in transgenic mouse T cells; in the data active means activation above about 50%; inconclusive means mostly about 30% to 49%; further: 0% is about no effect
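Using fluorescent plate cytometry, EGFP and DsRed are detected in transgenic mouse T cells stimulated 18 h at 37 degrees C with antibody-coated beads after 60 min compound pretreatment.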
HEK293 tox – qHTS of GLP-1 Receptor Inverse Agonists: Cytotox Screen; HEK293 cAMP-luciferase reporter cells, luminescence, 24 h; AID 624418, 2012; hit rate 0.13% among 410,000; Potency, µM (highest dose often 38.3 µM), inactives show at the top dose activity change, negative = inhibition, hits mostly inhibitors;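 further: loss of luciferase light is scored as toxicity; potency means the concentration at half of the fitted maximal effect; on the % scale 0 is the no-effect control and ±100 the full control effect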
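Here, cytotoxicity is scored as loss of luminescence. The MLSMR collection was tested on cells seeded in medium containing 10% Nu serum, with a 24 hr compound exposure preceded by 12 hours of culture.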
PLK1 PBD block – qHTS for Inhibitors of PLK1-PDB (polo-like kinase 1 - polo-box domain): Primary Screen; Serine/threonine-protein kinase PLK1 (Homo sapiens), P53350; Plk1 PBD binding of FITC phosphopeptide, fluorescence polarization; Potency, µM, for inactives: max response, negative = inhibition, usual class: inhibitors; hit rate 2.8% among 360,000; AID 720504, 2013; further: potency means the concentration at half of the fitted maximal effect; series mostly up to about 57 µM; on the % scale 0 is the no-effect control and ±100 the full control effect; nearly all actives have a fitted effect of over 65% in size
GLP1R ag – qHTS of GLP-1 Receptor Agonists; hit rate 0.007% among 380,000; Glucagon-like peptide 1 receptor (Homo sapiens), P43220; Potency, µM (highest dose often 45.6 µM), for the others: at the top dose activation, usual class: activators; AID 624172, 2012; HEK293 GLP-1R CRE-luciferase, luminescence, 4-6 h; cells express a hypersensitive GLP-1R form; further: potency means the concentration at half of the fitted maximal effect; % of control where 0% means no effect
PTHR1 agonist – qHTS for PTHR1 Agonists: Primary Screen. HEK293 GP2 PTHR1 cells, GloSensor cAMP luminescence, 1 h. AID 743266, 2014. Potency, µM (highest dose often 115 µM), for inactives: at the highest dose activation, actives largely listed as activators. hit rate 0.075% among 410,000; further: potency means the concentration at half of the fitted maximal effect; nearly all actives have a fitted effect of over 55% in size; some results filed as inactive show a strong effect at the top dose; inactives centre near -15; many of its hits are not listed in these tables
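HEK-293-derived GP2 cells expressing PTHR1 and a GloSensor cAMP reporter, 3,000/well, plated overnight, given luciferin plus IBMX (each 0.5 mM as added) for 1 h at 37 °C, then compound for 1 h at 37 °C. Luminescence was read after 15 min at room temperature.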
* hit, by the source's call; i = inactive; ? = inconclusive; nt = no result given; & = joins results of further samples; [ ] = another dose, or the depositor's remark. Unless noted, the call rests on the fitted dose curve; in most records, active means well fitted curve in the direction sought with a large enough effect; inconclusive means small, poorly fitted or top-dose-only effect, or another doubt; inactive means no such curve, though single readings can be large; an effect the other way counts as inactive or inconclusive. A portion of the library. The share of hits here may be higher or lower than overall.

SMILES	PI5P4K alpha inh	EPAC1 agonist	EPAC1 antag	GLP1R inv ag	IL2 activator	HEK293 tox	PLK1 PBD block	GLP1R ag	PTHR1 agonist
CS(=O)(=O)N(CC(=O)NCCSCc1ccccc1)c1ccc2c(c1)OCO2	-6.9	4.5%	-10.5%	-32.0%	0.4	-5.8%	-29.3%	4.1%	-18.0%
C#CCN1C=CC(=O)[C@@H](O)[C@H]1c1ccccc1Br	-1.3	-3.7%	-1.0%	15.2%	-0.4	2.2%	-3.4%	-0.5%	-1.1%
CCN(c1ccccc1)S(=O)(=O)c1ccc(NCC2COc3ccccc3O2)nc1 (stereo not drawn)	8.7	6.7%	-23.3%	5.01µM*	-1.3	-8.7%	-8.1%	4.5%	-22.1%[57.5 µM]
COc1ccc2ccc3cccc[n+]3c2c1	2.5	-7.3%	-8.3%	-2.4%	-2.6	46.4%[activator]	-4.5%	2.5%	i
OC(c1ccc2c(c1)OCO2)c1ncc(-c2ccccc2)[nH]1 (stereo not drawn)	2.7	-11.5%	6.0%	3.6%	1.7	0.5%	-2.8%	8.2%	i
CCOc1ccc(C2CC(=O)Nc3c2c(=O)[nH]c2ncnn32)cc1 (stereo not drawn)	nt	nt	nt	15.4%	nt	2.4%	nt	-1.3%	i
CCOc1ccc(N(CC(=O)Nc2ccc(OC)cc2)S(C)(=O)=O)cc1	7.2	3.8%	-16.7%	20.6%	0.4	3.5%	-5.8%	31.8%	-9.9%
Cc1ccccc1C(=O)Nc1ccnn1C1CCN(CC2CC=CCC2)CC1 (stereo not drawn)	5.0	4.2%	-5.9%	-18.3%	1.2	-0.2%	-17.3%	0.5%	29.0%
COc1ccc(CCNC(=O)Cn2cnc3sc(C)c(-c4ccc(F)cc4)c3c2=O)cc1OC	-3.5	-1.1%	1.2%	?	0.2	-17.1%	3.2%	8.6%	-25.6%
C#CCOCCOCCOCCNc1nc(N2CCN(C(=O)[C@H](CCCCN)n3cc([C@@H](N)CC(N)=O)nn3)CC2)nc(N2CCN(C(=O)[C@H](CCCCN)n3cc([C@@H](N)CC(N)=O)nn3)CC2)n1	-2.5	-19.6%	-1.5%	0.0%	-0.7	7.3%	-28.8%	1.4%	17.2%
Cc1cc(NC(=O)CSc2nc3cc(Cl)ccc3c(=O)n2Cc2ccco2)no1	-28.9	4.1%	0.2%	16.4%	-5.7	11.0%	21.2µM*	-2.5%	i
CCOC(=O)c1ccc(NC(=O)c2cc(C)nc3ccccc23)cc1	-2.1	5.1%	9.8%	8.0%	1.1	3.4%	-10.2%	0.0%	i
O=C1N=C(N2CCOCC2)S/C1=C/c1cccs1	nt	9.1%	-4.3%	-7.8%	-2.6	9.8%	?	22.1%	-12.5%[57.5 µM]
O=C(N/C(=C\c1ccccc1)C(=O)N1CCOCC1)c1ccc(Br)o1	5.2	-0.5%	7.3%	-28.6%	0.4	18.0%	-17.1%	8.6%	i
OC[C@@H]1CN(Cc2ccco2)C[C@H](n2cnc3c(NC4CC4)ncnc32)O1	3.7	1.2%	-27.6%	13.0%	0.5	5.4%	-4.7%	-2.9%	i
COc1ccc(NC(=O)CN(C2CCCCC2)S(C)(=O)=O)cc1Cl	-0.7	-0.6%	-0.8%	-14.1%	-2.6	-19.1%	-2.6%	9.2%	-7.3%[57.5 µM]
Cc1cc(NC(=O)COc2cccc(C)c2C)no1	0.7	-0.7%	5.4%	6.2%	-0.5	-16.8%	2.3%	3.1%	-38.6%[inhibitor]
COc1ccc(C(CC(=O)O)c2cc(OC)c(OC)c(OC)c2)cc1OC (stereo not drawn)	1.5	-10.5%	-1.7%	1.0%	-3.6	-7.0%	5.4%	3.3%	-22.6%
c1ccc2c(c1)oc1c(NCc3ccc4c(c3)OCO4)ncnc12	2.1	0.0%	0.0%	?	-0.1	-16.9%	-3.4%	11.8%	-25.6%[57.5 µM]
COc1ccc(CNC(=O)CC(C)CC2=NS(=O)(=O)c3ccccc3N2)cc1 (stereo not drawn)	2.1	1.7%	-6.1%	-5.6%&2.2%	-1.4	0.8%&1.9%	-3.1%	-0.4%	-39.8%[inhibitor]
Cc1ccccc1NS(=O)(=O)c1ccc(C2CNC(=O)C2)cc1 (stereo not drawn)	nt	10.9%	-12.1%	-10.3%	-2.8	12.2%	-9.5%	-0.2%	-21.6%
COc1ccc(CSCC(=O)NN=C2CCN(C)CC2)cc1	4.0	-0.4%	3.2%	-6.2%	1.0	0.8%	0.5%	8.9%	i
CCCNC(=O)OC1CC2CC1[C@H]1CCCCN1C2=O (stereo partly drawn)	-0.7	-9.6%	-9.5%	14.2%	0.8	3.1%	-10.6%	12.2%	12.9%
O=[N+]([O-])c1cccc(/C=C/c2ccc3cccc(O)c3n2)c1	-0.9	-12.7%	0.6%	-15.8%	-1.9	-12.9%	4.6%	-4.2%	-33.0%
C=CCSc1nnc(COc2ccc(=O)n(-c3ccccc3)n2)n1CC	3.3	5.3%	-4.1%	3.7%	-3.0	8.3%	-5.4%	1.7%	-4.4%
Cc1noc(C)c1C(=O)NCc1ccco1	nt	0.3%	-3.8%	0.0%	0.1	-8.7%	2.1%	-10.2%	i
CCOC(=O)c1sc2nc(C)nc(NCc3ccccc3OC)c2c1C	13.0	-0.7%	-3.7%	2.7%	-3.9	-0.4%	3.6%	8.1%	-29.8%
Cn1c(-c2ccccc2)cnc1NCc1ccc(-c2ccccc2)cc1	-4.5	-3.4%	9.1%	?	0.9	?	0.6%	3.0%	-6.5%
O=C(Nc1ccc(F)cc1)C1CCN(c2nnnn2-c2ccccc2)CC1	1.4	1.3%	-14.8%	0.0%	-1.2	-18.8%	-6.1%	7.0%	i
Cc1cc(=O)[nH]c2ccc(S(=O)(=O)Nc3ccccc3)cc12	-1.4	2.4%	-1.1%	65.2%[activator]	-0.7	-0.6%	0.7%	14.0%	i
COC(=O)CSc1nnc(CNC(=O)c2cccc(C)c2)n1-c1ccccc1OC	-5.3	11.5%	-2.8%	2.3%	-0.4	8.9%	-1.6%	0.0%	i
C#CCSc1nnc(CNS(=O)(=O)c2ccc(Br)cc2)n1C	-4.2	3.1%	-4.9%	?	-2.9	13.9%	-0.4%	-1.4%	-0.1%
Cc1ccc2oc(=O)n(Cc3ccccc3)c2c1	0.3	1.2%	-7.0%	?	-3.1	-4.6%	-3.1%	-6.1%	i
Cc1cc(=O)oc2cc(OCC(=O)N3CCc4ccccc4C3)ccc12	-13.9	-4.9%	-11.1%	-19.5%	-0.1	-17.4%	2.1%	-1.7%	i
NC1=NC[C@H](Cc2ccccc2)N1CCCCC1CCCCC1	15.1	-10.1%	-4.1%	10.7%	-0.6	6.3%	-12.9%	8.2%	i
O=C(OCC(=O)N1CCCC1=O)C1COc2ccccc2O1 (stereo not drawn)	1.7	-17.3%	-1.9%	7.1%	-0.1	0.0%	1.0%	-3.6%	-23.9%
CC(C)(C)c1ccc(S(=O)(=O)N2CCN(C(=O)C3CCC3)CC2)cc1	1.1	11.3%	-10.8%	5.7%	-1.4	-6.0%	-2.8%	-4.9%	i
O=C(O)c1cccc(Cn2cc(Br)cn2)c1	-7.3	2.5%	-11.1%	3.4%	-0.4	10.9%	9.1%	4.7%	i
Cn1cnnc1SCC(=O)c1cc2ccccc2oc1=O	nt	0.2%	-3.7%	-17.6%	-0.5	1.5%	?	-0.9%	-18.6%[57.5 µM]
O=C(OCC#CCSc1nnc(-c2ccncc2)o1)c1sc2ccccc2c1Cl	10.5	4.0%	-2.0%	4.9%	2.9	3.7%	3.8%	0.0%	-0.2%
Cc1cc(NC(=O)c2ccc3c(c2)OCCO3)ccc1NC(=O)c1ccco1	10.6	0.0%	-6.4%	-20.6%	0.0	-4.7%	-9.4%	8.7%	i
COCCNc1nnc(SC(C)C(=O)Nc2c(C)n(C)n(-c3ccccc3)c2=O)s1 (stereo not drawn)	0.9	0.7%	-0.3%	-6.0%	-4.2	-4.6%	-4.2%	-9.8%	i
CCCC(=O)Nc1cc(C)c(NC(=O)c2ccccn2)cn1	0.0	-1.2%	-2.4%	-20.3%	-2.5	7.4%	?	2.0%	-21.9%[57.5 µM]
Cc1cc(C)c2c(c1)/C(=N/NS(=O)(=O)c1ccc(Br)cc1)CCC2	24.3	10.6%	-4.9%	?	-0.5	-1.2%	-5.9%	0.2%	-30.3%[inhibitor]
Cc1csc(SC(C)c2nc3scc(-c4ccccc4)c3c(=O)[nH]2)n1 (stereo not drawn)	0.1	1.2%	-14.0%	?	-0.9	2.6%	-6.0%	11.5%	-41.4%[inhibitor]
COc1ccc(/C=C2/N=C(SCC(=O)Nc3cc(C)on3)N(c3ccccc3)C2=O)cc1	5.9	-8.1%	-0.7%	5.9%	1.2	-3.3%	-6.2%	-7.6%	i

In the list so far, these have fluorine:
SMILES	PI5P4K alpha inh	EPAC1 agonist	EPAC1 antag	GLP1R inv ag	IL2 activator	HEK293 tox	PLK1 PBD block	GLP1R ag	PTHR1 agonist
COc1ccc(CCNC(=O)Cn2cnc3sc(C)c(-c4ccc(F)cc4)c3c2=O)cc1OC	-3.5	-1.1%	1.2%	?	0.2	-17.1%	3.2%	8.6%	-25.6%
O=C(Nc1ccc(F)cc1)C1CCN(c2nnnn2-c2ccccc2)CC1	1.4	1.3%	-14.8%	0.0%	-1.2	-18.8%	-6.1%	7.0%	i
